Screens as filed in PubChem BioAssay.
ssDAF-12 act: S. stercoralis DAF-12 nuclear receptor activators, primary screen, cell-based, luminescence, HEK293, GRIP1 co-expression, lit1-tk-luc. Nuclear hormone receptor DAF-12 (Strongyloides stercoralis). HEK293 ssDAF-12/GRIP1 lit1-tk-luc reporter; % of 3 µM dafachronic acid response. activation, % at 6.8 µM. actives 1% (n = 370,000). AID 652126, 2013;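 active = activation above the mean over all tested compounds plus 3 SD, cut at about 0.9% in these data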;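 also: 0% = DMSO-only wells and 100% = 3 µM delta7-dafachronic acid wells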
PG9 binder: binders of HIV-1 gp120 antibody PG9, primary screen, biochemical, TR-FRET. TR-FRET gp120-PG9 antibody binding. inhibition, % at 6.7 µM. actives 0.43% (n = 360,000). AID 624416, 2012; in the data active = inhibition above about 8.5%
SMARCA2 act: SMARCA2 (BRM) function activators, primary screen, cell-based, luminescence, high throughput; MG213 cells, MMTV-luciferase reporter, dexamethasone, overnight; activation, % at 9.1 µM; actives 1% (n = 370,000); AID 652017, 2013; in the data active = activation above about 7.8%;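 also: 0% = vehicle wells and 100% = reference activator wells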
ADAM17 inh: ADAM17 inhibitors, primary screen, biochemical, QFRET | recombinant ADAM17, EDANS/DABCYL FRET peptide cleavage | actives 0.83% (n = 370,000) | Disintegrin and metalloproteinase domain-containing protein 17 (Homo sapiens), P78536 | inhibition, % at 6.95 µM;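 active = inhibition above the mean of compounds lying between control limits plus 3 SD, set per campaign, cut at about 8.5% in these data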;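 also: 0% = DMSO-only wells as the low control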
hgDAF12 agonist: H. glycines DAF-12 receptor agonists, primary screen, cell-based, luminescence, HEK293, GAL4 fusion, UAS-luciferase; HEK293 GAL4-hgDAF12 UAS-luciferase reporter, agonist luminescence; normalized to butyrate control; activation, % at 6.8 µM; actives 1.8% (n = 370,000); AID 687014, 2013;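 active = activation above a cutoff set at the mean of all screened compounds plus 3 SD, cut at about 10% in these data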;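 also: 0% = DMSO wells and 100% = sodium butyrate wells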
DAX1 inh-1: DAX1 (NR0B1) inhibitors on StAR promoter, primary screen, cell-based, luminescence, SF-1 (NR5A1), full-length DAX-1; HEK293T StAR-luciferase reporter, SF-1/DAX-1 repression relief; inhibition, % at 6.8 µM; AID 652010, 2013; actives 1.1% (n = 370,000);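 active = inhibition above the mean over all tested compounds plus 3 SD, cut at about 3.6% in these data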;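 also: 0% = DAX-1 cells with DMSO and 100% = cells lacking DAX-1 with DMSO; higher inhibition means more luminescence from relief of DAX-1 repression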
hcDAF-12 act: H. contortus DAF-12 nuclear receptor activators, primary screen, cell-based, luminescence, HEK293, lit1-tk-luc reporter; AID 652067, 2013; HEK293 hcDAF-12 lit1-tk-luc reporter; 0% DMSO, 100% Δ7-dafachronic acid; actives 1.4% (n = 370,000); activation, % at 6.8 µM;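 active = activation above the mean of all tested compounds plus 3 SD, cut at about 5.5% in these data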;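 also: 100% = response to 3 µM Δ7-dafachronic acid high control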
GAA850 FXN act: FXN promoter activators, primary screen, cell-based, luciferase luminescence, HEK293 lucGAA850. HEK293 lucGAA850 FXN promoter luciferase reporter, 24 h; percent of 10 µM SAHA response. activation, % at 6 µM. actives 0.56% (n = 360,000). AID 540364, 2011;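 active = activation above the average of all compounds screened plus 3 SD, cutoff fixed separately per campaign, cut at about 7.5% in these data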;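 also: 0% = DMSO wells and 100% = 10 µM SAHA wells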
NPR1 activator: GC-A stimulated cGMP production enhancers – HEK293 GC-A cells, cGMP TR-FRET, EC30 ANP, primary screen. Atrial natriuretic peptide receptor 1 (Homo sapiens), P16066. 0% at EC30 ANP, 100% saturating ANP. activation, % at 10 µM. actives 0.14% (n = 370,000); in the data active = activation above about 40%
DAX1 inh-2: DAX1 (NR0B1) inhibitors, primary screen, cell-based, HEK293, Gal4-DAX1, luciferase luminescence; HEK293 Gal4-DAX1 luciferase reporter; AID 504766, 2011; actives 0.99% (n = 340,000); Nuclear receptor subfamily 0 group B member 1 (Homo sapiens), P51843; inhibition, % at 6.75 µM;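 active = inhibition above the mean over all tested compounds plus 3 SD, cut at about 4.2% in these data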;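 also: 0% = DAX1-transfected cells with DMSO and 100% = empty-vector control cells with DMSO; inhibition shows as a rise in luminescence from relieved DAX1 repression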
Target sequence (P51843 207-470 limits assumed): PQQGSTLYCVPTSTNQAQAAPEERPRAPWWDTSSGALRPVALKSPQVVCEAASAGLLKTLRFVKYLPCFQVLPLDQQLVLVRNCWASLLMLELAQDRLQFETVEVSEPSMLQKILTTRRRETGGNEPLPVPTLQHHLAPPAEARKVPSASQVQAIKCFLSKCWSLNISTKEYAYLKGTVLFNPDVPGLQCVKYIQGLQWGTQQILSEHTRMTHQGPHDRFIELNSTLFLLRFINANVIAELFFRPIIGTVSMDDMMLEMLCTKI
ADAM10 inh: human ADAM10 inhibitors, primary screen, biochemical, QFRET, HTS | actives 0.62% (n = 370,000) | Disintegrin and metalloproteinase domain-containing protein 10 (Homo sapiens), O14672 | inhibition, % at 7 µM | recombinant ADAM10, EDANS/DABCYL FRET peptide cleavage, 3 h;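 active = inhibition above a per-campaign cutoff equal to the mean of compounds falling between control-based bounds plus 3 SD, cut at about 20% in these data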;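 also: 0% = DMSO wells while the 100% control is not disclosed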
Target sequence (O14672 214-748 limits assumed): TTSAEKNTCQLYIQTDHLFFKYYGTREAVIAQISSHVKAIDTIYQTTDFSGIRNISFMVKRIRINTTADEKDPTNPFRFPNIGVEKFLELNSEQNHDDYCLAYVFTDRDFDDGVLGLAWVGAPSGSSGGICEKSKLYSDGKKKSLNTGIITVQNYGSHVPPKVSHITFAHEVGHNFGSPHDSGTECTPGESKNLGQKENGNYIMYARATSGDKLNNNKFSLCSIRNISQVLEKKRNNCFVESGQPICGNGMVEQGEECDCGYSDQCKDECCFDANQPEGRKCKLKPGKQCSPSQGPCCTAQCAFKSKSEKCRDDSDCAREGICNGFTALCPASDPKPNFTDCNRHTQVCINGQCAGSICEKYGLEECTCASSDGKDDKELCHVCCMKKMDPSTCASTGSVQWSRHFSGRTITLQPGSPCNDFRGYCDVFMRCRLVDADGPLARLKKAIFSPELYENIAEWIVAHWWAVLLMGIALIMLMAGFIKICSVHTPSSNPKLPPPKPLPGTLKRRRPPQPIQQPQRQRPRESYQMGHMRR
The depositor's hits bear a star; x = not tested or not shown. Compounds were not picked by outcome; overall some 6.8% were active at least once.

SMILES	ssDAF-12 act	PG9 binder	SMARCA2 act	ADAM17 inh	hgDAF12 agonist	DAX1 inh-1	hcDAF-12 act	GAA850 FXN act	NPR1 activator	DAX1 inh-2	ADAM10 inh
CCc1ccc(CN2CCC(CO)(CC3CCCCO3)CC2)o1 (stereo not given)	-2.0	-1.6	-4	0	2.1	0.8	-0.4	0.4	0	0.6	7
CC1CCN(C(=S)c2cn(Cc3ccccc3F)c3ccccc23)CC1	-1.1	-2.4	0	-2	-0.9	0.2	-1.4	0.9	-9	-0.1	3
COC(=O)[C@]12C[C@H](CC(=O)NCCc3ccccc3OC)C(=O)N(CCC3=CCCCC3)C1=C[C@H](C(C)C)O[C@@H]2C1CC1	-1.1	x	-3	2	-1.1	-1.2	-1.9	x	1	x	5
COc1ccccc1CN1C[C@@H]2C[C@@H](c3ccc4nsnc4c3)N3CCC[C@@]23C1=O	-1.8	-0.7	-5	-3	-4.0	-0.1	-2.4	2.1	-6	-0.5	-9
O=C(CCn1c2c(c3ccccc31)CCCC2)NNC(=O)c1ccc([N+](=O)[O-])cc1	-1.1	-2.0	-3	11*	-3.9	-0.1	-1.9	-1.1	3	-0.7	16
Cc1ccc([N+](=O)[O-])cc1NC(=S)NC(=O)c1c(Cl)cnn1C	-0.9	-2.3	-3	0	-0.1	-0.6	-1.8	-2.0	-4	1.2	-5
CC1(C)C(=O)OC(C(=O)c2ccccc2)C2(CCCCC2)C1=O (stereo not given)	-2.0	-0.1	-5	0	0.3	-0.3	-1.9	1.2	-1	-0.7	-2
N#Cc1cccc(-c2ccccc2C(=O)NC2CCCCN(Cc3ccc(Cl)cc3)C2=O)c1 (stereo not given)	-2.1	x	-2	-1	0.2	-1.4	-2.9	x	-6	x	-1
COc1cc(C2C(C#N)=C(N)Oc3cc(N(C)C)ccc32)cc2c1OCO2 (stereo not given)	-0.8	-1.9	-1	-3	-1.5	-0.1	-0.5	4.4	-15	0.9	4
O=C1/C(=C/c2ccc(Cl)cc2)SC(=S)N1CCC(=O)N1CCCCC1CCO (stereo not given)	-0.8	-5.0	-1	2	0.8	0.8	0.6	0.0	1	0.7	4
CC(=O)c1ccc(Oc2cc(C)nc(N3CCOCC3)n2)cc1	-1.2	-2.0	2	0	-0.4	-0.2	2.5	2.6	2	-0.7	4
O=C(Nc1cccnc1)c1c(F)c(F)c(F)c(F)c1F	-1.9	1.9	-2	-1	-2.5	-0.8	-0.8	0.3	3	-0.2	-1
O=C(Nc1cc(F)ccc1F)C1CCCN1S(=O)(=O)c1cccc2nsnc12 (stereo not given)	-1.3	-3.0	-2	-2	1.9	0.0	-1.4	2.1	1	0.1	-5
COc1cc(/C=C(\NC(=O)c2cc(OC)c(OC)c(OC)c2)C(=O)NC(C(=O)O)c2ccccc2)cc(OC)c1OC (stereo not given)	-0.9	0.8	-1	-4	5.5	0.7	0.0	-0.5	1	-0.2	2
CN1CCN(C(=O)C2=C[C@@H](c3csc4ccccc34)C[C@@H](OCCCCO)O2)CC1	-1.6	-0.2	-1	-2	-1.3	-0.3	0.2	3.0	0	0.0	-5
CN1CCCCC(NC(=O)c2cccc(C(F)(F)F)c2)C1=O (stereo not given)	-0.9	-1.3	-1	-4	0.4	0.0	0.4	x	1	x	-8
Cc1ccc(S(=O)(=O)c2cc3ccccc3oc2=Nc2ccc3c(c2)OCO3)cc1	-0.7	0.7	-1	-4	1.0	0.3	-1.8	-1.3	4	1.2	-10
CN(C)/C=C/C(=O)c1ccc(Cl)cc1	-1.6	0.0	-1	0	1.3	0.8	-1.4	3.3	2	-1.0	-7
CC1CCCCN1C(=O)c1ccc(C(=O)c2ccccc2)cc1 (stereo not given)	-1.0	0.5	-3	-3	-2.3	2.3	-0.3	1.7	3	1.2	-20
Cc1ccccc1CNC(=O)CCC(=O)N1Cc2ccccc2Oc2ncccc21	-1.4	-1.3	-1	1	-0.8	0.0	-2.8	-3.1	2	-0.6	-7
COc1ccc2[nH]c(N=Nc3ccccc3C)c(O)c2c1	-0.3	-2.7	-1	-2	8.7	0.1	6.5*	3.7	-2	1.1	-8
Cc1ccc2c(c1)C1CS(=O)(=O)N(Cc3ccc(F)cc3)CN1C2 (stereo not given)	-1.0	x	-1	-1	0.0	-0.6	-1.1	x	-3	x	-5
O=C(Nc1ccon1)c1ccc(Cl)s1	-1.0	-1.5	1	-3	-1.4	-0.1	-0.9	-2.3	2	-1.1	4
COCCNc1ncnc2c1[nH]c1ccccc12	-0.6	0.7	-5	-40	-3.1	-0.8	4.8	0.8	5	-1.2	-112
CN1C(=O)C(C)(C)c2cc(S(=O)(=O)N3CCN(c4cccc(Cl)c4)CC3)ccc21	-1.2	0.7	-1	8	-4.5	-1.2	-1.6	-0.2	-6	-1.1	14
Nc1ccc2c(c1)-c1ccccc1S(=O)(=O)N2	-0.6	-13	-2	-20	-0.5	-0.5	0.3	-0.4	-3	0.4	-60
COc1ccc(C(=O)Nc2cccc(-c3nnc(-c4ccco4)o3)c2)cc1	-2.1	-0.5	0	0	-1.0	-0.8	-0.3	1.1	4	-2.9	-2
CCC1(C)Cc2c(sc3nc(SC)[nH]c(=O)c23)CO1 (stereo not given)	-1.5	-1.4	4	-1	-0.2	-0.5	-0.6	1.3	3	3.4	-2
Cc1ccsc1C(=O)OCC(=O)NCCCc1ccccc1	-1.8	0.1	-1	-5	-0.1	-0.6	-1.0	0.2	-3	-0.6	-6
Cc1c(C(=O)NCC2COc3ccccc3O2)oc2ccc(S(=O)(=O)N3CCOCC3)cc12 (stereo not given)	-0.7	-1.9	4	0	0.0	-0.9	0.9	-7.2	3	-3.3	3
CCN(CC)CCNc1ccc(CO)c2oc3cc(Cl)ccc3c(=O)c12	-0.5	-2.7	18*	1	-0.4	2.0	0.3	-3.7	-1	1.2	0
Cc1cccc(-n2c(SCc3cc(=O)n4ccsc4n3)nc3ccccc32)c1	-0.8	-0.1	-2	-5	-3.4	-0.2	0.9	4.7	-3	-0.6	-22
O=C(Oc1cccc(C(=S)N2CCOCC2)c1)c1ccc([N+](=O)[O-])cc1	-1.1	-0.4	-2	1	-0.6	0.0	-1.8	0.6	-2	0.7	4
COc1ccc(C(=O)Nc2ccc3c(c2)OCCO3)cc1S(=O)(=O)N1CCOCC1	-1.3	-0.7	4	0	0.2	2.5	-1.2	-2.1	-2	-0.3	-4
CSCCC(NC(=O)COc1ccccc1)C(=O)N(C)Cc1ccc(Cl)cc1Cl (stereo not given)	-1.2	-0.5	0	1	-2.0	-3.0	-0.9	-1.2	-4	0.3	-3
Cc1nn(C(C)C(=O)O)c(=O)c2ccccc12 (stereo not given)	-1.6	-1.6	1	-4	2.6	-0.5	-1.8	-0.7	1	0.3	-3
O=C(CN1CCCC1)OCCCC1CCCCC1	-0.7	0.6	-3	-4	0.9	0.0	1.1	0.4	7	-0.7	-7
Cc1nnc2c(N3CCN(C(=O)c4ccco4)CC3)nc3ccccc3n12	-0.9	-1.0	0	0	-0.3	-0.8	-0.1	2.6	-5	-0.2	2
Cc1ccc2c(c1)COc1c3ccc(C(=O)N4CCCCC4)cc3nn1-2	-0.9	-0.6	5	-16	8.0	0.6	1.3	6.0	11	1.5	-35
O=C(NCCCn1ccnc1)c1ccc(NS(=O)(=O)c2cccc([N+](=O)[O-])c2)cc1	-1.1	1.0	-3	-7	-0.4	1.3	0.3	3.0	1	-0.3	-5
COc1ccc(F)cc1S(=O)(=O)N1CCCC(C)C1 (stereo not given)	-1.0	-1.1	-2	-1	3.1	0.6	-1.4	3.5	1	-0.3	4
CC(C(=O)Nc1ccc2c(c1)OCCO2)N1Cc2ccccc2C1=O (stereo not given)	-1.6	-2.3	-2	-2	-0.3	-3.6	-1.4	-2.7	-1	0.2	-8
COc1ccc(C(=O)NCCc2nnc3ccc(SCC(=O)N4CCCC4)nn23)cc1	-1.1	-1.7	1	-3	-2.9	1.3	-0.7	-0.8	2	0.6	-8
COc1cc(NC(=O)c2noc3c2CCC3)c(OC)cc1Cl	-0.1	-0.1	-6	6	2.3	1.9	3.0	-0.2	-4	-0.6	2
COc1ccc(S(=O)(=O)Nc2ccccc2C(=O)NCc2cccnc2)cc1OC	-1.6	0.4	-2	-34	2.4	-0.1	-0.2	0.1	4	0.9	-108
O=C(NCCc1c[nH]c2ccccc12)C(=O)NCC1OCCCN1S(=O)(=O)c1ccc(F)cc1 (stereo not given)	-1.5	-0.9	-6	-2	-4.3	-1.1	-1.2	-1.3	-2	-0.5	4
CCc1ccc(-c2csc3[n+]2CCN3C(C)=O)cc1	-1.5	-1.2	-1	2	-0.7	-0.7	-0.3	2.0	1	1.1	3
Cc1ccc2cccc(OCC(=O)Nc3ccc4c(c3)OCO4)c2n1	-1.6	0.4	-1	0	0.0	-1.2	-1.7	0.6	4	-0.5	6
O=C(CSc1nnc(NC(=O)C2CC2)s1)Nc1ccccc1	-0.9	2.2	-3	-3	-3.3	-0.3	-0.6	0.4	0	-0.5	-4
CC1=C(C(=O)Nc2ccccn2)C(c2ccccc2Cl)NC(=S)N1 (stereo not given)	-0.8	-3.4	5	-2	11*	2.0	1.6	6.1	1	1.1	1
CC(C)C[C@H](NC(=O)OC(C)(C)C)C(=O)N/N=C/C1=Cc2ccccc2OC1C (stereo not given in full)	-1.7	-1.2	-1	-86	-1.5	-1.3	-1.1	-1.0	-3	0.4	-290
